# Spn DPM-DC inh – S. pneumoniae DPM-DC inhibition | purified DPM-DC, PK/LDH coupled NADH fluorescence | 65,000 compounds, 0.49% hits | AID 556 | calls only at 10 µM;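 active = the 320 compounds with the highest percent inhibition in the single-dose primary screen, excluding strongly autofluorescent ones, cut at about 32% in these data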;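 note: kinetic rate of NADH fluorescence loss reporting ADP formed by the decarboxylase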
# KRASV12 cytotoxicity – cytotoxicity in KRAS-transformed pancreatic duct cells, primary screen, cell-based, fluorescence, HTS (AID 431); one-dose cytotoxicity, % at 10 µM; EC50 in µM for titrated hits; HPDE-C7K KRASV12 cells, Alamar Blue viability, 48 h; higher % means a stronger effect; 63,000 compounds, 1.7% hits;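 active = compounds whose percent cytotoxicity in the single-dose primary screen, scaled between solvent and toxic-drug controls, exceeds 50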;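 note: 0% = DMSO solvent wells and 100% = doxorubicin-treated wells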
# HPDE-C7 viability – HPDE-C7 pancreatic duct cell viability loss – fluorescence, HTS (AID 430); one-dose cytotoxicity, % at 10 µM; EC50 in µM for titrated hits; 63,000 compounds, 1.8% hits; HPDE-C7 pancreatic duct cells viability, fluorescence; higher % means a stronger effect;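 note: cells exposed to compound for 48 hours before viability readout; 0% = vehicle and 100% = reference cytotoxic drug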
# Spn MK inh – blocks S. pneumoniae mevalonate kinase. purified MK, PK/LDH-coupled NADH absorbance 340 nm. inhibition, % at 10 µM. 65,000 compounds, 0.48% hits. AID 555;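 active = ranked among the strongest by inhibition in the single 10 µM screen, a fixed top-ranked set picked for dose follow-up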; note: no value below 0 was filed
# HT1080 viability – cytotoxicity in HT1080 fibrosarcoma cells, cell-based, fluorescence readout (AID 620); HT1080 viability, fluorescence; higher % means a stronger effect; cytotoxicity, % at 10 µM, or EC50 in µM where a hit was titrated; 87,000 compounds, 0.42% hits;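 note: cells exposed to compound overnight then 4 h with Alamar Blue; 0% = vehicle DMSO and 100% = killing control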
# Bfl-1 inhibitors – Bfl-1 inhibitors, primary screen, biochemical, fluorescence polarization, FITC-Bid, mouse (AID 432); FITC-Bid BH3 peptide fluorescence polarization displacement; higher % means a stronger effect; displacement, % at 20 µM; hits with a dose series show IC50 in µM; 64,000 compounds, 0.02% hits; in the data active = a potency from the dose series; inactive = the rest, 99 in 100 with displacement below about 15%; note: strong numbers were not always called active
# PMK inhibit – blocks S. pneumoniae phosphomevalonate kinase; inhibition, % at 10 µM; purified PMK, PK/LDH-coupled NADH absorbance 340 nm; 65,000 compounds, 0.49% hits; AID 539;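 active = top-ranked compounds by inhibition in the single 10 µM screen, taking a fixed number of the strongest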;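 note: 0% = full reaction with DMSO carrier and 100% = background rate without enzyme reaction; no value below 0 was filed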
# Alkaline phosphatase – inhibition of tissue-nonspecific alkaline phosphatase – biochemical, luminescent (AID 518). 64,000 compounds, 0.09% hits. purified TNAP enzyme, luminescent substrate readout; higher % means a stronger effect. inhibition, % at 20 µM, or IC50 in µM where a hit was titrated; in the data active = a potency from the dose series; inactive = the rest, 99 in 100 with inhibition below about 22%;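 note: plate controls were vehicle for no effect and reference inhibitor for full effect; many of its hits are not listed in these tables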
# LYP inhibition – inhibition of human PTPN22 tyrosine phosphatase – biochemical, DiFMUP fluorescence, recombinant catalytic domain, 10 µM, primary screen (AID 606); inhibition, % at 10 µM, or IC50 in µM where a hit was titrated; recombinant LYP catalytic domain, DiFMUP fluorescence; higher % means a stronger effect; 52,000 tested, under 10 active;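 active = IC50 under 40 µM in the dose-response test; inactive = IC50 of 40 µM or more, or never dose-tested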
# PMK inhibit pilot replicates – further read-out of PMK inhibit, marked with its call; inhibition, %; measured here: pilot screen replicates
# Spn MK inh pilot replicates – also measured in Spn MK inh; calls as there; inhibition, %; measured here: pilot screen replicates
# Spn DPM-DC inh pilot screen % – recorded beside Spn DPM-DC inh, whose call it bears; inhibition, %; measured here: pilot screen trials
# Starred values were filed as active, the others as inactive; i = inactive; nt = not tested or not shown. Cut-off read from the data, not from the text of the source, unless noted: active = cytotoxicity above about 50%; inactive = the rest.
SMILES,Spn DPM-DC inh,KRASV12 cytotoxicity,HPDE-C7 viability,Spn MK inh,HT1080 viability,Bfl-1 inhibitors,PMK inhibit,Alkaline phosphatase,LYP inhibition,others
Cc1nn(-c2ccccc2)c(C)c1C(=O)OCC(=O)NC(=O)NC1CCCCC1,i,15.7%,6.4%,2.0,-7.3%,-3.9%,15.0,11.8%,10.2%,
CS(=O)(=O)N(CC(=O)NCc1ccncc1)c1cc(Cl)cc(Cl)c1,i,-1.3%,1.3%,7.0,0.1%,3.0%,0.0,4.2%,22.0%,
CCOC(=O)c1ccccc1NC(=O)CC1SC(=NC)N(C)C1=O (stereo not drawn),i,-16.8%,-24.7%,0.0,4.1%,-1.2%,10.0,1.3%,7.8%,
Cc1[nH]c2ccccc2c1SCC(=O)N1CCOCC1,i,-3.0%,-3.4%,11.0,-1.9%,-4.8%,11.0,1.8%,-8.7%,
CCn1c(=O)cc(OCC(=O)NCc2ccco2)c2ccccc21,i,5.6%,5.8%,3.0,-1.5%,-3.7%,17.0,1.6%,4.5%,
COc1ccc(OC)c(C(c2nnnn2Cc2ccccc2)N2CCN(C3CCCCC3)CC2)c1 (stereo not drawn),i,16.3%,-5.7%,9.0,nt,-8.7%,12.0,11.4%,nt,
Cc1cc(C)c(C#N)c(SCC(O)CS(=O)(=O)Cc2ccccc2)n1 (stereo not drawn),i,-2.1%,3.1%,2.0,15.0%,1.5%,4.0,5.1%,7.6%,
COc1ccc(CCNS(=O)(=O)c2ccc3c(c2)OCCO3)cc1OC,i,-28.8%,-21.5%,1.0,-3.9%,3.0%,0.0,1.5%,0.3%,
CC1(C)Oc2ccc3ccc(=O)oc3c2/C(=C/Nc2ccccn2)C1=O,i,-6.1%,-7.2%,8.0,1.4%,-8.2%,7.0,2.1%,-6.8%,
CCOc1ccc(-n2c(=O)cc(N3CCN(c4ccc(F)cc4)CC3)[nH]c2=O)cc1,i,-6.1%,-4.1%,9.0,-5.4%,-2.2%,9.0,5.0%,-19.9%,
CCCOc1ccc(C(=O)NCCC(=O)NCCCC(=O)OCC)cc1,i,7.7%,1.7%,4.0,7.6%,-1.1%,5.0,5.7%,1.2%,
CCCN1CCN(CCCNC(=O)Cn2nc(-c3ccc(Cl)cc3)ccc2=O)CC1,i,18.9%,8.0%,0.0,-3.2%,0.1%,18.0,14.7%,-8.2%,PMK inhibit pilot replicates=0.0;Spn MK inh pilot replicates=0.0;Spn DPM-DC inh pilot screen %=0.0
O=C(CSc1nc(O)cc(=O)[nH]1)C1CC1,i,-5.8%,-12.7%,4.0,2.8%,-4.1%,0.0,8.4%,-1.2%,
CN1CCc2c(sc3c2C(=O)NC(/C=C/c2ccco2)N3)C1 (stereo not drawn),i,nt,nt,10.0,3.8%,nt,2.0,nt,-4.1%,
CN(c1ccc(Cl)cc1)c1cc(=O)n(C)c2ccccc12,i,16.1%,27.2%,2.0,3.9%,-4.0%,5.0,9.6%,-16.6%,
O=C(CSc1nnc(Cc2cccs2)n1-c1ccccc1)NC1CCCCC1,i,5.7%,3.8%,10.0,-8.0%,-1.0%,9.0,6.1%,3.4%,
O=C(CCNC(=O)c1ccc(Br)o1)NCc1ccccn1,i,4.8%,2.7%,0.0,-0.4%,-9.3%,9.0,10.6%,3.7%,
CSc1oc(-c2ccco2)nc1S(=O)(=O)c1ccccc1,i,7.1%,10.5%,6.0,7.3%,-5.9%,2.0,5.4%,-1.3%,
CC1(C)CC(=O)N(CC(=O)O)c2ccccc2S1(=O)=O,i,-4.0%,-12.8%,0.0,-5.5%,1.5%,3.0,1.7%,13.6%,
CCOC(=O)c1cc(-c2ccc3c(c2)OCO3)nc2onc(C)c12,nt,-9.6%,-1.5%,0.0,-4.0%,-11.5%,7.0,17.0%,-1.9%,PMK inhibit pilot replicates=6.5;Spn MK inh pilot replicates=0.5
O=C(Nc1ccccc1C(=O)NC1CCCC1)NC1CCCC1,i,13.8%,11.0%,8.0,-7.3%,-6.7%,5.0,5.4%,6.9%,
NC(=O)Cn1c(=O)oc2ccccc21,i,7.1%,-2.9%,1.0,-3.8%,-0.5%,0.0,5.3%,12.2%,
CCCC(=O)N(c1ccc2oc(=O)sc2c1)S(=O)(=O)c1cccs1,i,17.8%,16.6%,0.0,-1.2%,1.0%,19.0,21.7%,nt,
Cc1cc(=O)oc(C)c1C(=O)NCCCN1CCN(c2ccccc2F)CC1,i,-3.4%,-13.3%,9.0,1.0%,-0.2%,19.0,-0.6%,1.1%,
COc1cc2c(C(=O)N3CCN(Cc4ccc5c(c4)OCO5)CC3)cn(C)c(=O)c2cc1OC,i,-9.0%,7.7%,4.0,nt,-10.0%,0.0,10.8%,nt,
CCn1c2ccccc2c2nnc(SCCCn3c(=O)[nH]c4ccccc43)nc21,i,2.7%,-2.7%,12.0,3.2%,-7.8%,1.0,13.8%,13.7%,
O=C(CCc1n[nH]c(=O)[nH]c1=O)N1CCCCC1,i,-4.2%,6.6%,8.0,-0.8%,8.3%,0.0,-0.3%,12.2%,
COc1ccc(NC2CC(=O)N(c3ccccc3)C2=O)cc1 (stereo not drawn),i,-24.2%,-21.4%,2.0,5.5%,-2.2%,13.0,16.3%,nt,

# Bioassay records (PubChem BioAssay)
